PfHsp40 yeast – rescue of PfHsp40-mediated yeast toxicity; S. cerevisiae expressing PfHsp40, growth rescue, ATP luminescence; growth rescue, % at 12.5 µM; 0.68% of 340,000 active; in the data active = growth rescue above about 28%, passing the limit was not always enough;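 note: yeast W303a lacking pdr1 and pdr3 grown in galactose medium; growth measured after three days at 30 °C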
MazF activator – activators of E. coli MazEF toxin-antitoxin RNase; P0AE70; FAM/BHQ RNA-DNA oligo cleavage fluorescence, 5 h; activation, % at 20 µM; 0.32% of 350,000 active; in the data active = activation above about 50%
Target sequence (P0AE70 whole entry, looked up): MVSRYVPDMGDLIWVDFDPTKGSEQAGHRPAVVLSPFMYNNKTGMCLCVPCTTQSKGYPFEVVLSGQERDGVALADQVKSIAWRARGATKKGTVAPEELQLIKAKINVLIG
PriA SSB inh – blocks PriA binding to SSB C-terminal tail; inhibition, % at 33 µM; AlphaScreen SSBct-PriA binding, biotinylated peptide; 0.6% of 430,000 active; AID 1272365; in the data active = inhibition mostly above about 37%, no sharp cut-off; inactive = mostly below about 20%;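 note: plate controls were negative control peptide for no effect and reference peptide for full effect; strong numbers were not always called active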
3CLpro inhibitor – SARS-CoV 3CLpro protease inhibition; P0C6X7; recombinant SARS-CoV 3CLpro, quenched FRET peptide cleavage; inhibition, % at 6 µM; 0.14% of 290,000 active; AID 1706; in the data active = inhibition above about 12%
Yp Topo-I inh – blocks Yersinia pestis topoisomerase I activity; activity, % at 10 µM; Y. pestis Topo-I cleavage product accumulation, plate reader; 0.064% of 360,000 active; in the data active = activity above about 50%, passing the limit was not always enough; note: inactives centre near 2
Rv3671c inh – Rv3671c (M. tuberculosis) protease inhibition | P9WHR9 | inhibition, % at 5.96 µM | 0.048% of 320,000 active | AID 2606; in the data active = inhibition above about 38%;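 note: extracellular domain of Rv3671c used as enzyme; 0% = enzyme with DMSO and 100% = no enzyme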
Target sequence (P9WHR9 whole entry, looked up, the tested form may be a part): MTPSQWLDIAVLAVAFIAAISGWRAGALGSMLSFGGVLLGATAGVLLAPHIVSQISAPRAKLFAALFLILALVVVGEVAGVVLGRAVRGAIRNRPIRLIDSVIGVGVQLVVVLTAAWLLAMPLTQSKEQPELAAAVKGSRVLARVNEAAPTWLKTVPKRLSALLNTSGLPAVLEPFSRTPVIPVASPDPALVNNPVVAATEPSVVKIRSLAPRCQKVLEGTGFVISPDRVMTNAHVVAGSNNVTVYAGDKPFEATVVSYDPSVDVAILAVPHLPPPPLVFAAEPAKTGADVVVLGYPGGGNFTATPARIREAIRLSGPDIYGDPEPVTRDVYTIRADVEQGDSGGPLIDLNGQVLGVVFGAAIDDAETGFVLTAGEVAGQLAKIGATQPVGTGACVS
VHR inh abs – inhibitors of human VHR1 phosphatase (DUSP3); P51452; recombinant VHR phosphatase, pNPP absorbance; inhibition, % at 13.3 µM; 0.52% of 290,000 active; AID 1654; in the data active = inhibition above about 50%; note: some compounds called inactive have numbers as strong as hits
Target sequence (P51452 whole entry, looked up): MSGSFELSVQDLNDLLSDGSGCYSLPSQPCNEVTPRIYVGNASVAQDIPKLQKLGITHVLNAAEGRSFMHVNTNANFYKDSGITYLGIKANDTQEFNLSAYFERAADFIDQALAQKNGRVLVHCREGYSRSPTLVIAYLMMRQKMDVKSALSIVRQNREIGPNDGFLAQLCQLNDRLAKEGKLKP
TcdB GH inh – TcdB glycohydrolase inhibition. inhibition, % at 9.99 µM. 0.24% of 350,000 active. AID 652162. TcdB glycohydrolase enzymatic assay, plate reader; in the data active = inhibition above about 10%
Anthrax LF inh2 – inhibitors of Bacillus anthracis lethal factor protease. multiplex microsphere protease cleavage assay, LF. 0.12% of 360,000 active. P15917. inhibition, % at 10 µM; in the data active = inhibition above about 30%; note: plate controls were buffer without enzyme for full effect and enzyme alone for no effect
BH1578 lux ind – inducers of Vibrio cholerae quorum light production without autoinducers; V. cholerae BH1578 lux reporter, luminescence, 6 h; activation, % at 18.7 µM; 0.16% of 350,000 active; in the data active = activation mostly above about 9.7%, no sharp cut-off; note: not every result past the cut was called active; inactives centre near 0; reference of the scale not given here
Active calls of the source: *; i = inactive; nt = no result given; & = joins results of further samples. These rows are one share of the data; rates above refer to the full screens.

Every second line gives: PfHsp40 yeast, MazF activator, PriA SSB inh, 3CLpro inhibitor, Yp Topo-I inh, Rv3671c inh, VHR inh abs, TcdB GH inh, Anthrax LF inh2, BH1578 lux ind
CCc1cc(C(=O)Nc2ccc(C)cc2Br)cs1
    1.7, 2.8, -48.8, 0.5, 3.2, -8.1, 22.2, nt, 2.6, i
Cc1[nH]c2ccccc2c1C(=O)CSc1ncn[nH]1
    -0.8, 4.5, -10.9, -0.3, 5.8, 1.1, 22.0, nt, -2.5, 0.5
CN(Cc1ccon1)C(=O)CCc1nnc(Cc2ccc(-c3ccccc3)cc2)o1
    0.4, 5.6, 1.4, -3.4, 32.4, -2.8, 1.9, 0.3, -1.6, 0.5
COc1ccc(CC(=O)N/N=C/c2ccc(Cl)s2)cc1OC
    0.8, 1.9, nt, -0.4, 6.9, -3.7, nt, 0.1, 1.5, -1.0
COc1ccc(OC)c(NC(=O)C2(C)CCN2C(=O)C(C)(C)c2ccccc2)c1 (centres undefined)
    nt, nt, nt, nt, 18.6, nt, nt, 0.5, -6.6, -1.6
C=C1C[C@H](O[C@@H]2O[C@H](CO)[C@@H](O)[C@H](O)[C@H]2O)[C@@H]2[C@H](OC(=O)[C@H]2C)[C@H]2[C@H](C)[C@@H](O)C[C@@H]12
    -1.1, 8.4, -9.3, nt, -2.4, 1.5, nt, 1.5, 9.4, -0.2
O=C(CSc1nnc2nnc3ccccc3n12)N1CCOCC1
    2.7, -10.1, 4.0, 1.6, 0.9, -1.5, 14.5, 0.7, -0.5, -0.7
O=C(NCCN1CCN(C(=O)c2ccc(F)cc2)CC1)c1ccc(F)cc1
    0.2, 4.1, -6.0, 0.2, -2.0, 4.5, 5.9, 1.8, -2.3, -0.1
CN(C)S(=O)(=O)N1CCC(Cc2ccccc2)CC1
    2.1, 1.1, -19.2, -0.9, 6.9, 10.2, 8.7, nt, 7.3, -1.5
Cc1c(C(=O)NCc2ccc3c(c2)OCO3)oc2ccc(S(=O)(=O)N3CCCCC3)cc12
    -0.4, -2.3, -9.2, -0.5, 22.8, -21.3, 17.7, nt, -5.1, -0.3
CN(C)/C=N/c1nc2ccc3c(c2s1)CCCC3
    1.5, 1.3, nt, -1.0, 3.7, -1.3, 13.6, 1.8, -7.3, i
O=C(Nc1ccccc1F)C(c1ccccc1)c1ccccc1
    0.2, 1.6, -18.8, nt, -0.4, 8.3, nt, 1.2, 15.8, -1.3
COc1ccc(C(=O)N/N=C/c2ccc(OC)c(COc3c(F)c(F)cc(F)c3F)c2)cc1
    0.1, -6.0, nt, 1.2, 24.3, nt, -4.0, -3.8, -1.2, i
COC(=O)c1sccc1NC(=O)COc1ccc(Cl)cc1
    -0.1, 5.4, -11.6, 2.6, -2.8, -15.0, -13.9, -4.9, 0.2, -0.2
COc1cc(C(N)=O)cc(Cl)c1OC
    -2.1, 5.5, -9.7, 0.1, 4.7, 4.7, 12.9, -2.1, 3.3, -0.2
O=c1onc(-c2cccnc2)n1-c1ccccc1F
    0.1, 0.1, -7.0, -0.8, -0.9, 0.0, -0.3, 2.0, nt, -0.8
O=[N+]([O-])c1ccc(N2CCCCC2)c(-c2nn[nH]n2)c1
    1.1, 12.8, -28.1, 2.1, 1.8, -0.9, 9.1, 0.4, -1.7, -0.2
CCOc1ccc(NC(=O)CCc2nnc3ccc(N4CCC(C)CC4)nn23)cc1
    0.2, 6.4, -1.5, -8.2, 17.9, -7.9, 12.8, 0.5, -3.0, i
CCC(=O)OCCn1c(=O)c2ccccc2c2ccccc2c1=O
    1.1, -5.7, -2.7, -3.2, 2.3, 3.5, 4.2, 2.5, 0.5, -0.3
C/C(=N\NC(=S)Nc1cc(S(=O)(=O)N2CCOCC2)ccc1Cl)c1ccccc1F
    1.2, -4.9, nt, -3.3, 27.7, 0.8, 7.4, -0.3, 0.3, -0.4

5 records drawn at random from those above:
Every second line gives: PfHsp40 yeast, MazF activator, PriA SSB inh, 3CLpro inhibitor, Yp Topo-I inh, Rv3671c inh, VHR inh abs, TcdB GH inh, Anthrax LF inh2, BH1578 lux ind
O=C(Nc1ccccc1F)C(c1ccccc1)c1ccccc1
    0.2, 1.6, -18.8, nt, -0.4, 8.3, nt, 1.2, 15.8, -1.3
COc1cc(C(N)=O)cc(Cl)c1OC
    -2.1, 5.5, -9.7, 0.1, 4.7, 4.7, 12.9, -2.1, 3.3, -0.2
CCOc1ccc(NC(=O)CCc2nnc3ccc(N4CCC(C)CC4)nn23)cc1
    0.2, 6.4, -1.5, -8.2, 17.9, -7.9, 12.8, 0.5, -3.0, i
CN(C)S(=O)(=O)N1CCC(Cc2ccccc2)CC1
    2.1, 1.1, -19.2, -0.9, 6.9, 10.2, 8.7, nt, 7.3, -1.5
CCC(=O)OCCn1c(=O)c2ccccc2c2ccccc2c1=O
    1.1, -5.7, -2.7, -3.2, 2.3, 3.5, 4.2, 2.5, 0.5, -0.3

More entries.
Every second line gives: PfHsp40 yeast, MazF activator, PriA SSB inh, 3CLpro inhibitor, Yp Topo-I inh, Rv3671c inh, VHR inh abs, TcdB GH inh, Anthrax LF inh2, BH1578 lux ind
COc1cccc(N2C(=O)CC(N3CCN(c4ccc([N+](=O)[O-])cc4)CC3)C2=O)c1 (centres undefined)
    0.2, 14.2, -0.3, 0.5, -17.4, -0.5, 20.5, 1.6, -8.9, -0.4
COc1ccc(/C=N/Nc2ccc(C(=O)O)cc2)cc1Br
    1.8, 4.2, nt, 3.6, -19.1, -9.3, 22.7, -5.2, -0.4, i
O=C(O)C1(Nc2ccccc2Cl)CCCC1
    1.1, 3.2, -0.8, nt, 2.7, nt, nt, 1.8, 0.9, i
COc1cccc(NC(=O)c2cccc(C)c2[N+](=O)[O-])c1
    0.1, 2.5, -1.8, -4.0, -2.8, -14.4, -7.9, 1.1, -0.8, i
Cc1ccc([C@H]2C[C@H](O)[C@@H](n3cc(C4CC4)nn3)CN2CC2CCCCC2)cc1
    nt, -3.0, nt, nt, 21.5, nt, nt, 0.7, -1.1, -0.4
COc1ccc(NC(=O)c2ccc(NC(=O)CN3CCC(C(N)=O)CC3)cc2)cc1
    1.0, 8.6, 2.8, nt, 0.5, 1.1, nt, -0.1, 0.7, i
O=C(CN1CCC(n2nnc3ccccc32)CC1)NCc1cccs1
    0.2, -0.8, -0.4, 3.3, -1.2, 2.4, 27.4, nt, 1.0, -0.6
O=C(O)C1(c2ccc(Cl)cc2)CCC1
    -0.9, 0.5, -14.7, 5.4, 4.3, 5.8, -4.9, nt, 1.1, nt
COc1ccc(NC(=O)c2ccc(-c3ccccc3)cc2)cc1S(=O)(=O)N1CCOCC1
    0.8, 9.6, -5.2, 1.6, 34.2, 2.3, -6.0, 0.6, -2.6, -1.1
COc1cc(C(C)=O)ccc1OCC(=O)N(CCC1=CCCCC1)c1c(N)n(Cc2ccccc2)c(=O)[nH]c1=O
    0.1, -6.4, -7.3, nt, 18.5, 2.8, nt, -2.5, nt, -0.3
O=C(COC(=O)CCSc1ccccc1)Nc1ccc(F)cc1Cl
    -0.9, -8.0, -72.1, -1.0, -0.4, -5.0, -3.8, 0.0, -2.7, -0.2
CCOc1ccc2[nH]cc(C(=O)NCc3ccccc3)c(=O)c2c1
    0.3, 9.0, -0.9, 3.8, 9.1, -16.4, 6.4, -2.1, -3.9, -0.5
Nc1cc(=O)n(Cc2ccccc2)c(=O)n1Cc1ccccc1
    -0.6, 4.0, -1.1, nt, 4.7, nt, nt, -0.7, -2.5, i
COc1cccc(NC(=O)C2CCC(CNS(=O)(=O)c3cccs3)CC2)c1 (centres undefined)
    -0.8, -19.3, -6.1, 6.1, -0.6, -7.9, 3.6, 1.2, 6.9, 0.4
C=CCn1c(O)c(N=Nc2c(C)n(C)n(-c3ccccc3)c2=O)c(=O)[nH]c1=S
    -2.6, -8.5, 32.9, -2.9, 1.5, -95.5, 5.1, -0.3, -1.4, -0.5
CC(=O)Oc1ccc(Cn2c(C)c(C(=O)NCc3ccc(C#N)cc3)sc2=O)cc1
    nt, nt, nt, nt, 3.5, nt, nt, 0.4, -9.3, 2.1
CC(C)OCC1Cn2c(nc3c2c(=O)n(C)c(=O)n3C)O1 (centres undefined)
    0.0, -4.2, 0.0&-16.9, 0.2, 4.4, 11.3, 12.0, 1.9, -10.9, 0.5
Cc1ccc(NC(=O)CN2CCCCCC2)cc1Br
    0.4, -18.3, -7.4, 3.6, 10.4, -10.0, -6.0, 1.3, -5.2, -0.3
Fc1cccc2sc(N3CCOCC3)nc12
    -0.4, 4.0, -6.2, -7.3, 0.1, -0.8, 13.3, nt, -2.2, -3.4
COc1ccc(C(N)c2csc(Nc3ncccn3)n2)cc1 (centres undefined)
    nt, nt, nt, nt, 7.7, nt, nt, -3.2, 11.6, -0.2
CC(C)OC(=O)c1cc(NC(=O)C2C3C=CC(O3)C2C(=O)O)cc(C(=O)OC(C)C)c1 (centres undefined)
    0.5, -10.3, -0.4, -1.0, -10.0, -5.3, 35.6, 0.6, -2.9, 0.6
COc1ccc(S(=O)(=O)NCCOc2ccccc2)cc1OC
    -1.6, -0.6, -0.2, -5.6, 1.0, -6.8, -13.2, nt, 0.0, i
Cc1cc(C)c(-c2csc(NC(=O)COC(=O)c3ccc4c(c3)OCO4)n2)c(C)c1
    -0.8, 11.8, -11.4, -3.9, -0.3, -1.2, -1.8, nt, -1.4, -0.3
COc1ccc(NC(=O)Cc2c(C)n(C(=O)c3ccc(Cl)cc3)c3ccc(OC)cc23)cc1
    -0.3, -6.0, -4.9, 4.1, 17.5, -17.2, 34.8, nt, 0.8, -0.2
CCOC(=O)C1=C(C)N=c2s/c(=C/c3ccccc3)c(=O)n2C1c1ccc(OC)c(OC)c1 (centres undefined)
    0.8, 84.7*, nt, 5.7, -2.4, -2.2, -0.8, nt, 3.9, i
CCN(c1ccc(OC)cc1)c1ncnc2nc[nH]c12
    -0.6, -2.8, -8.0&-9.4, -0.6, -8.5, 2.8, -6.1, 0.6, 0.4, -0.1
CCCCn1c(SCC(=O)Nc2ccc(NC(C)=O)cc2)nc2ccccc2c1=O
    -1.0, -0.8, -0.6, 6.0, 6.5, -7.8, 31.2, -0.2, 10.5, -1.7
CCc1ccc(-c2ccc(SCC(=O)NC3CCCC3)nn2)cc1
    nt, 6.8, nt, nt, -3.6, nt, nt, -3.4, -4.7, -0.4
O=C(OCC(=O)N(CCc1ccccc1)Cc1ccccc1)c1cc(S(=O)(=O)N2CCOCC2)ccc1F
    -0.7, 1.1, -1.5, nt, 24.3, -5.5, nt, 4.0, 0.5, -1.0
COCCNC(=O)c1ccccc1NC(=O)c1ccc(OC)c(OC)c1
    0.2, 2.6, -7.3, 4.2, -5.5, -8.1, 17.0, nt, 28.1, -0.2
Cc1ccc2nc(SCC(=O)Nc3ccccc3N3CCOCC3)c(C#N)cc2c1
    1.2, 11.5, -5.7, 3.9, 4.0, -17.9, -4.6, nt, -1.0, nt
C#CCOc1c(Cl)cc(/C=N/O)cc1OC
    -0.7, -0.3, nt, 2.0, -5.5, 6.8, -1.8, 1.6, -0.6, -0.3
COc1ccc(S(=O)(=O)Nc2ccccn2)cc1C(=O)Nc1ccccc1
    1.9, 8.0, -1.5, -0.9, 15.6, 0.3, 4.4, 0.0, -2.8, i
CC(C)CCNC(=O)CN(C)S(=O)(=O)c1cccc2nsnc12
    -0.8, 4.1, -11.1, -2.5, -2.2, -5.1, 10.7, nt, -7.6, -1.6
NS(=O)(=O)c1ccc(NNC(=O)c2cccs2)cc1
    -0.7, 14.4, 8.4, -4.6, 1.4, 9.7, 2.5, -4.1, -2.4, -1.0
CCC1(C)Cc2nc(Cl)c(C#N)cc2CO1 (centres undefined)
    0.5, 4.8, -8.9, 2.2, 2.8, -6.9, -11.7, 0.3, -6.5, i
